APP 5'UTR act: APP 5'UTR luciferase reporter activation; SH-SY5Y APP 5'UTR luciferase reporter, luminescence; zero percent = DMSO vehicle wells; activation, % at 2 µM; actives 1% (n = 190,000); AID 1276;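 active = activation above a set limit, based on mean plus 3 SD of controls, cut at about 140% in these data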; also: values of inactives mirror those of a sister screen read the other way
TNAP act hiacc: TNAP (human) activation, high acceptor. purified TNAP, CDP-star luminescence, 1 M DEA, 30 min; hits give high values; 0 = EDTA background, 1 = DMSO-only activity. activation factor at 20 µM. 200,000 tested, under 10 active. AID 1136;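 active = activation factor at least 2 at 20 µM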
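Dosing: 20 µM single point. System: human TNAP. Amount: TNAP 1/800 final. Incubation: 30 min, room temperature. Read-out: TNAP activation factor scaled between EDTA and DMSO control wells. Signal: luminescence from CDP-star hydrolysis. Medium: 1 M DEA, pH 9.8, Mg2+, Zn2+. Control set: EDTA negative control, DMSO positive control.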
TNAP inh no acc: blocks human TNAP activity with no phosphate acceptor present. P05186. purified TNAP, CDP-star luminescence, 30 min. inhibition, % at 20 µM. actives 0.26% (n = 200,000). AID 1012;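 active = tissue-nonspecific alkaline phosphatase inhibition above about 50% at 20 µM in the single-dose screen, limit read from the data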;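 also: 0% = DMSO negative control and 100% = EDTA positive control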
FLuc act counter: firefly luciferase counter-screen for stimulation assays. activation factor at 10 µM. ATPlite luciferase biochemical, luminescence, 10 min; 0 = ATP-free wells, 1 = DMSO control. 200,000 tested, under 10 active;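 active = luciferase activation factor, scaled between plate controls, of at least 2 with compound at 10 µM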
Target sequence (P08659 whole entry, looked up): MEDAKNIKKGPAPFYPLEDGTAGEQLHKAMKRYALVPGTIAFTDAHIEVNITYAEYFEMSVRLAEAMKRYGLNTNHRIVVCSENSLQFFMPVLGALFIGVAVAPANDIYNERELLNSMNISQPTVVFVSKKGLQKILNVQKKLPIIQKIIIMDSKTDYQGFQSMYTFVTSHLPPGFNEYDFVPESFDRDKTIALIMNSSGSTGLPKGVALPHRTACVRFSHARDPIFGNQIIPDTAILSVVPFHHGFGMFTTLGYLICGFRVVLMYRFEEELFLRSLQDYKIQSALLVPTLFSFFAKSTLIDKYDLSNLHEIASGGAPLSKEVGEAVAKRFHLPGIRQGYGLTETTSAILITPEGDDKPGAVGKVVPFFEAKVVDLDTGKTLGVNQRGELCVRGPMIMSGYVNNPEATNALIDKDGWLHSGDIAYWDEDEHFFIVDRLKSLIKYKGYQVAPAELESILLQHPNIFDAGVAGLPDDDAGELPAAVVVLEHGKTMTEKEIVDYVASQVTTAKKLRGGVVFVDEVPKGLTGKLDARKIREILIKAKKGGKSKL
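Assay system: Luciferase/luciferin detection reagent, cell-free biochemical luciferase assay / Also added: ATP substrate / Schedule: 10 min at ambient temperature / Measured by: luminescence measurement of luciferase light output / Benchmarks: low control with PBS replacing ATP, high control enzyme plus ATP without compound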
PMI act: increases human mannose-6-phosphate isomerase activity. P34949. purified human PMI, coupled resazurin fluorescence, 20 min; hits give high values; 1 = vehicle control, 0 substrate-free wells. activation factor at 20 µM. actives 0.005% (n = 190,000). AID 1214;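 active = activation factor of 2 or more at 20 µM, relative to plate controls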
Target sequence (P34949 whole entry, looked up): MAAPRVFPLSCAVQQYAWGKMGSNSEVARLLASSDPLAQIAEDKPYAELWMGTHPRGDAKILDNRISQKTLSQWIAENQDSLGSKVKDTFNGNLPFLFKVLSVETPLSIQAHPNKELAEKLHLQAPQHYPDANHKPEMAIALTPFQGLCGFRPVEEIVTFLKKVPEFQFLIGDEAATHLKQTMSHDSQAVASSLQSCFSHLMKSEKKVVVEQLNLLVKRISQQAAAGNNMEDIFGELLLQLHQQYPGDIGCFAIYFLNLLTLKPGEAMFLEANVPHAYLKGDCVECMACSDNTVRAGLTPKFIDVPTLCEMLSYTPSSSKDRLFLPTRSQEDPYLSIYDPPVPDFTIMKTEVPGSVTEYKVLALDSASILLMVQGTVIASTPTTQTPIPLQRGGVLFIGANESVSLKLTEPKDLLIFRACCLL
TNAP inh hi DEA: blocks human TNAP under high phosphate acceptor concentration. purified TNAP, CDP-star luminescence, 1 M DEA. actives 0.03% (n = 200,000). P05186. inhibition, % at 20 µM;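 active = over 50% inhibition of tissue-nonspecific alkaline phosphatase at 20 µM in the single-dose screen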;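 also: plate controls were DMSO wells for no effect and EDTA-quenched wells as full inhibition for full effect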
PMI act satM6P: activators of human phosphomannose isomerase at near-saturating mannose 6-phosphate; actives 0.34% (n = 190,000); AID 1216; activation factor at 20 µM; coupled PMI enzyme assay, resazurin fluorescence, 20 min; hits give high values; 1 = untreated enzyme, 0 = substrate-free blank;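 active = activation factor of 2 or more at 20 µM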
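Test system: human phosphomannose isomerase with PGI, G6PDH, diaphorase coupling enzymes; Amount: PMI at 15 ng/mL final; Reagent: Mannose-6-phosphate 1.0 mM (near-saturating) plus 0.22 mM NADP+; Timing: 20 min, room temperature; Technique: resorufin fluorescence at Ex 544/Em 590 nm; Dosing: 20 µM single dose.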
NF-kB neuron act: raises NF-kB expression in human neuronal cells | NF-kB reporter expression; hits give high values | AID 1239 | actives 1.6% (n = 190,000) | fold change at 12.5 µM; in the data active = fold change above about 3.3
FLuc inh counter: Photinus pyralis luciferase inhibition counter-screen; inhibition, % at 10 µM; ATPLite firefly luciferase biochemical luminescence, 10 min; P08659; actives 1.5% (n = 200,000);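 active = inhibition above about 50% when tested at 10 µM, limit read from the data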
bIAP activator: intestinal alkaline phosphatase (bovine) activation | purified bovine IAP, CDP-star luminescence, 30 min; hits give high values; fold of DMSO-control signal, blank-subtracted | activation factor at 20 µM | actives 0.17% (n = 200,000);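 active = activation factor of 2 or more at 20 µM, a signal rise over negative controls twice the positive control's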
The depositor's hits bear a star; x = no result given. No enrichment for hits; overall some 3.6% were active at least once.

SMILES	APP 5'UTR act	TNAP act hiacc	TNAP inh no acc	FLuc act counter	PMI act	TNAP inh hi DEA	PMI act satM6P	NF-kB neuron act	FLuc inh counter	bIAP activator
Cc1ccccc1NC(=O)C1CCN(c2cnccn2)CC1	3.4	1	-7.0	1.1	0.9	2.0	0.9	1.1	-8.7	0.8
O=P(COCCOCP(=O)(c1ccccc1)c1ccccc1)(c1ccccc1)c1ccccc1	-0.7	1.1	-6.3	1.1	1	-6.5	1.1	1.07	-9.5	1
CCOC(=O)C1CCN(C(=O)Nc2ccc(OC)c(OC)c2)CC1	9.9	1	-5.5	1.1	0.9	-3.8	0.9	1.03	-8.1	1
O=C(Cc1cccs1)Nc1cccc(C(=O)Nc2ccco2)c1	4.4	1	-3.8	1	1	0.2	0.9	1.1	-4.4	0.9
CCOC(=O)C(Cc1c[nH]c2ccccc12)NC(=O)CNC(C)=O (stereo not given)	0.4	1.1	-15.6	1	1	-6.2	1	1.23	-4.7	1
Cc1ccc(S(=O)(=O)Nc2c(C)[nH]c(=O)[nH]c2=O)cc1C	-6.2	1	-8.8	1.1	1.1	-2.7	1.1	1.01	-5.1	1
COc1cc(-c2nc(-c3cccc(C(F)(F)F)c3)no2)cc(OC)c1OC	-10.4	1	-3.7	1	0.7	-0.7	0.7	1.16	-4.0	0.9
COc1cccc(C(=O)OCC(=O)NCCc2ccccc2)c1OC	-3.7	1	-3.6	1.1	1.1	-2.7	1	1.01	-5.0	1
O=C1c2ccccc2NC(c2ccc(-c3cccc([N+](=O)[O-])c3)o2)N1O (stereo not given)	-21.4	1	-3.0	1	1.1	-2.1	1.2	0.7	-3.6	0.9
CN(C)S(=O)(=O)c1cccc(-c2nnc(-c3ccccc3)o2)c1	44.6	1	-10.9	0.9	1	-3.4	1	1.44	11.6	1
COc1cc(OC)cc(C(=O)NC(=S)Nc2ccc(NC(=O)c3ccco3)cc2)c1	0.4	1.1	7.5	1.1	1	-7.1	1	1.18	-10.6	0.9
COc1ccc(OC)c(C2C(C(=O)c3sc(C)nc3C)=C(O)C(=O)N2CCN2CCOCC2)c1 (stereo not given)	2.5	1	-11.7	1.1	1.3	-3.8	1.2	1.02	-5.9	1
Cc1oc(-c2cccc3ccccc23)nc1CN1CCN(c2ncnc3ccccc23)CC1	-11.1	1	-1.7	1	0.8	-2.8	0.8	0.55	-1.6	1
Cn1c(NC(=O)c2cccnc2)nc2ccccc21	73.6	1	68.7*	0.8	1	1.0	1	2.17	20.8	1.2
Cc1c(NC(=O)/C(C#N)=C/c2ccc(-c3ccc(Cl)cc3)o2)c(=O)n(-c2ccccc2)n1C	-3.3	0.9	-6.9	1	1	6.6	1.1	1.21	-4.5	1

Ordered by molecular weight (falling): part of the list above.
SMILES	APP 5'UTR act	TNAP act hiacc	TNAP inh no acc	FLuc act counter	PMI act	TNAP inh hi DEA	PMI act satM6P	NF-kB neuron act	FLuc inh counter	bIAP activator
O=P(COCCOCP(=O)(c1ccccc1)c1ccccc1)(c1ccccc1)c1ccccc1	-0.7	1.1	-6.3	1.1	1	-6.5	1.1	1.07	-9.5	1
COc1cc(-c2nc(-c3cccc(C(F)(F)F)c3)no2)cc(OC)c1OC	-10.4	1	-3.7	1	0.7	-0.7	0.7	1.16	-4.0	0.9
CCOC(=O)C(Cc1c[nH]c2ccccc12)NC(=O)CNC(C)=O (stereo not given)	0.4	1.1	-15.6	1	1	-6.2	1	1.23	-4.7	1
Cc1ccc(S(=O)(=O)Nc2c(C)[nH]c(=O)[nH]c2=O)cc1C	-6.2	1	-8.8	1.1	1.1	-2.7	1.1	1.01	-5.1	1

The listing continues.
SMILES	APP 5'UTR act	TNAP act hiacc	TNAP inh no acc	FLuc act counter	PMI act	TNAP inh hi DEA	PMI act satM6P	NF-kB neuron act	FLuc inh counter	bIAP activator
CCCC(=O)NCCSC	-5.5	1	-9.9	1	1	-2.0	0.9	0.9	2.8	0.9
CC1CCN(c2nnc(NC(=O)Cn3c(=O)oc4ccccc43)s2)CC1	9.2	1	-12.9	1	0.9	-3.8	0.8	1.19	1.3	1
Cc1cccc(NC(=O)CN2CCSc3ccccc32)c1	22.8	1	1.8	1	1.1	4.7	1	0.78	0.7	1
CC(C)(C)NC(=O)C(c1ccccc1)N(Cc1cccs1)C(=O)c1csnn1 (stereo not given)	-5.0	1	-2.1	1	0.9	1.9	0.9	1.19	-1.8	1.1
O=C(c1nnsc1S(=O)(=O)c1ccc(Cl)cc1)N1CCOCC1	-38.1	1	-10.4	1	0.7	-2.0	1	1.09	-3.3	1.1
CCOC(=O)C(C)/C(C)=N\Nc1ccc([N+](=O)[O-])cc1[N+](=O)[O-] (stereo not given)	-29.4	0.9	2.7	1	0.8	12.9	0.9	1.05	-2.7	0.9
C=CCNC(=O)c1onc(CSc2cccc(OC)c2)c1C(=O)O	3.6	1	-6.4	1	1	2.4	1	1	-2.8	1
CCCc1cc(-c2n[nH]c(=S)n2-c2cccc(C)c2)cs1	1.4	1	-0.3	1	0.9	0.1	0.9	0.99	1.3	1.2
COc1ccccc1C(C)NC(=O)CCOc1cccc(C)c1 (stereo not given)	-3.4	0.9	4.3	1	1.1	6.4	1.1	0.95	3.5	1
Cn1c2ccccc2c2nnc(SCN3C(=O)c4ccccc4C3=O)nc21	x	1	-3.4	1.1	1.1	-0.4	1.1	x	-7.7	0.9
O=C(Oc1ccccc1N1C(=O)C2CCCCC2C1=O)c1ccccc1 (stereo not given)	22.7	1	-10.2	1.1	0.9	-1.9	0.9	1.24	-6.8	1
CNC(=O)CN1C(=O)C2C3C=CC(C3)C2C1=O (stereo not given)	7.6	1	0.3	1.1	0.8	-1.6	0.9	1.07	-5.9	0.9
CCCCC(=O)NC(Nc1cc(C)ccn1)(C(=O)OCC)C(F)(F)F (stereo not given)	2.5	1	-12.1	1.1	1	-2.8	1.1	0.9	-6.6	1
C/C=C/C(=O)OCC(=O)NC(=O)NC(C)C	-19.9	1	-9.9	1	1.1	-3.6	1.1	1.26	-3.7	1
COc1ccc(C(=O)CC(c2ccccc2)C2C(=O)CCCC2=O)cc1 (stereo not given)	-1.4	1	-9.8	1	1	-3.7	0.9	0.97	-2.8	1

A stretch from the list above, as a working copy:
SMILES	APP 5'UTR act	TNAP act hiacc	TNAP inh no acc	FLuc act counter	PMI act	TNAP inh hi DEA	PMI act satM6P	NF-kB neuron act	FLuc inh counter	bIAP activator
Cc1c(NC(=O)/C(C#N)=C/c2ccc(-c3ccc(Cl)cc3)o2)c(=O)n(-c2ccccc2)n1C	-3.3	0.9	-6.9	1	1	6.6	1.1	1.21	-4.5	1
CCCC(=O)NCCSC	-5.5	1	-9.9	1	1	-2.0	0.9	0.9	2.8	0.9

Remaining list, next part:
SMILES	APP 5'UTR act	TNAP act hiacc	TNAP inh no acc	FLuc act counter	PMI act	TNAP inh hi DEA	PMI act satM6P	NF-kB neuron act	FLuc inh counter	bIAP activator
NC(=O)COC(=O)/C=C/c1ccc(S(=O)(=O)N2CCCCCC2)cc1	0.8	1	-6.3	1.1	1.3	-4.3	1.1	1.15	-5.6	1
COc1ccc(OC)c(NC2=NC3(CCCCC3)N=C(N)N2)c1	0.0	1.1	-20.0	1.1	0.9	-11.7	1	1.14	-11.0	1.4
CCOc1cc(S(=O)(=O)n2cc(-c3ccc(F)cc3)c(N)n2)cc(OCC)c1OCC	-4.3	1	-5.7	1.1	0.8	2.3	0.8	1.1	-5.9	1
Cc1ccc(N2C(=O)N(CC(=O)N3CCOCC3)C(=O)C2C)cc1 (stereo not given)	-1.4	1	-3.4	1	1.1	-0.1	1	1.48	-3.6	0.9
COCCNCCCOc1ccc(C(C)(C)c2ccccc2)cc1	7.4	1.1	-8.0	1	1.2	-7.2	1.2	1.04	-0.8	1
CCOC(=O)c1ccc(-n2c(CN3CCC(C(N)=O)CC3)nc3ccc([N+](=O)[O-])cc3c2=O)cc1	-5.4	1	-3.2	1	1.2	3.0	1	0.85	-4.8	1.1
CCNC(=O)CN1C(=O)NC2(CCCc3cc(OC)ccc32)C1=O (stereo not given)	4.2	0.9	2.6	1	1	8.2	1	0.93	1.7	1
CCN(CC)S(=O)(=O)c1ccc(N/N=C/c2ccccc2OCC(=O)O)c([N+](=O)[O-])c1	-11.9	0.8	11.2	1.1	1.1	15.2	1	1.04	-5.7	0.9
CCc1cc2c(=O)[nH]c(-c3ccncc3)nc2s1	12.1	1	-3.2	0.9	1	-0.9	0.9	1.19	7.0	1
S=C(Nc1ccccn1)Nc1ccccc1Cl	23.4	1	13.1	0.9	0.8	4.4	0.9	1.51	9.3	0.9
CCCCNC(=O)/C=C1\Sc2ccccc2NC1=O	8.5	1.1	-7.7	0.6	0.9	-7.3	1	1.22	40.1	0.8
COCCNC(=O)C1CC(c2ccccc2[N+](=O)[O-])=NO1 (stereo not given)	-5.4	1	-10.8	1.1	1	0.6	1	1.24	-5.8	1
Cc1cnc(C(=O)Nc2ccc(C(=O)N3CCCCC3)cc2)cn1	3.4	1	-10.5	1	1	-2.9	0.9	1.11	-4.3	0.9
CN(C)/C=C\C(=C/C(=O)C(F)(F)F)Nc1ccccc1Oc1ccccc1	10.2	1	-12.1	1	0.9	0.4	0.9	1.28	0.8	1
O=C(c1cc([N+](=O)[O-])ccc1N1CCCC1)N1CCCC1	-6.3	0.9	6.1	1	1.1	8.3	0.9	1.04	-4.2	0.8
CC(=O)c1ccc(OCC(=O)c2cc(C)n(-c3ccc4c(c3)OCO4)c2C)cc1	0.1	1	-6.9	1	0.9	-3.1	0.7	0.73	-0.8	1
CCOC(=O)c1cnc(SCc2nc(N)nc(Nc3ccccc3)n2)nc1N	-21.1	1.1	-12.6	0.9	0.9	-6.9	1	0.5	9.1	0.8
CCC1CCCCN1C(=O)CSc1nc(N)cc(N)n1 (stereo not given)	12.1	1	-6.2	1	0.9	-2.4	1	1.13	0.2	1
Cc1ccc(CNCc2ccccc2Cl)cc1	1.3	1.1	-12.8	1.1	1.1	-8.4	1	1.27	-8.5	0.9
O=c1oc2cc(Oc3ccc(C(F)(F)F)cc3[N+](=O)[O-])ccc2c2c1CCC2	8.7	1	-2.2	1	0.9	-0.2	1	1.18	0.0	0.8
CCSc1ccccc1C(=O)NCc1ccc2c(c1)OCO2	-0.6	1	-8.0	1	1.1	-3.9	1.1	0.93	1.9	0.8
CCOCCn1c(N2CCN(c3ccccc3)CC2)nc2c1c(=O)n(C)c(=O)n2C	-1.1	1	-8.4	1.1	1	-1.2	1.1	0.95	-5.9	1
c1ccc(CCC2CCCCN2Cc2cn[nH]c2-c2cc3ccccc3o2)nc1 (stereo not given)	7.0	1	-7.7	1	0.9	-0.7	1	1.02	-0.5	1.3
Cc1cc(C)nc(N2CCCC(C(=O)NC3CCCC3)C2)n1 (stereo not given)	-15.1	1.1	-15.7	1.1	1.1	-9.8	1	0.92	-5.5	1
Cc1ccc(S(=O)(=O)N(C)CC(=O)OCc2nnc(-c3ccccc3)o2)cc1	-12.2	1	-1.4	1	0.9	0.6	0.9	1.16	4.7	1
CC(=O)N/C(=C/c1ccc(OC(F)F)cc1)C(=O)O	-1.0	1	-14.6	1	1.1	2.7	1.1	1.22	-4.1	1
CC(C)CCn1c(=S)[nH]c2ncccc2c1=O	-5.4	1.1	-16.4	1.1	1	-5.4	0.9	1.06	-7.1	1.1

Assay outcomes as filed in PubChem BioAssay.
